Screens deposited in PubChem BioAssay by several laboratories.
IDE cell activ = activators of human insulin-degrading enzyme in cells. P14735. HEK cells, FAbeta-B cleavage, fluorescence polarization; 0% vehicle, 100% cell-free pure enzyme wells. activation, % at 5.96 µM. actives 0.073% (n = 340,000). AID 493087;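 active = activation above the mean of all tested compounds plus 3 SD, set per screening campaign, cut at about 17% in these data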
VIM-2 inhibitor = inhibitors of Pseudomonas aeruginosa VIM-2 metallo-beta-lactamase; inhibition, % at 5.6 µM; actives 0.89% (n = 290,000); purified VIM-2, nitrocefin hydrolysis, epi-absorbance fluorescence;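 active = inhibition above the mean of all tested compounds plus 3 SD, cutoff set per screening run, cut at about 7.5% in these data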;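 also: red hydrolysis product quenches plate fluorescence so inhibitors raise well fluorescence; 0% = enzyme with DMSO and 100% = DMSO without enzyme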
pCIP destab = lowers stability of the mouse p/CIP coactivator protein; decrease of EGFP signal, % at 10 µM; F442A p/CIP-EGFP cells, EGFP fluorescence, 16 h; AID 1984; Q05BA5; actives 0.01% (n = 290,000);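 active = EGFP signal decrease of at least 30% at 10 µM or well 3 SD below plate mean, unless failing retest; inactive = the rest, including hits failing retest or dose response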; also: some compounds called inactive have numbers as strong as hits; many of its hits are not listed in these tables
PHOSPHO1 inh = blocks human PHOSPHO1 phosphatase activity; Q8TCT1; recombinant PHOSPHO1, absorbance phosphatase assay; inhibition, % at 13.3 µM; actives 1.1% (n = 290,000); AID 1565; in the data active = inhibition above about 60%
Target sequence (Q8TCT1 whole entry, looked up): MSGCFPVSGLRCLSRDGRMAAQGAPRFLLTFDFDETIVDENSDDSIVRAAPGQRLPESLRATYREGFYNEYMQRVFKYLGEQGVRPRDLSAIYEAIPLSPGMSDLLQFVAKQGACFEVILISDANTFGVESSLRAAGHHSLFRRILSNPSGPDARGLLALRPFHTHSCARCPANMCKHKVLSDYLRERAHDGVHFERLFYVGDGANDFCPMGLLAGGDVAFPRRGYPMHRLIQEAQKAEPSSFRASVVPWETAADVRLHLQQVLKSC
NALP1 inh = NALP1 inhibition | S. cerevisiae NALP1/ASC/caspase-1 growth, X-gal OD620, 72 h | inhibition, % at 10 µM | actives 0.61% (n = 280,000) | AID 2071; in the data active = inhibition mostly above about 24%, no sharp cut-off; inactive = mostly below about 32%; also: some compounds called inactive have numbers as strong as hits
GPR7 antagonist = human neuropeptides B/W receptor 1 antagonism; P48145; GPR7-expressing cells, fluorescence antagonist assay; inhibition, % at 4.4 µM; actives 1.1% (n = 290,000); AID 1861; in the data active = inhibition above about 16%, passing the limit was not always enough;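 also: cells stimulated with the agonist NPW; 0% = agonist with vehicle and 100% = vehicle without agonist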
Target sequence (P48145 whole entry, looked up): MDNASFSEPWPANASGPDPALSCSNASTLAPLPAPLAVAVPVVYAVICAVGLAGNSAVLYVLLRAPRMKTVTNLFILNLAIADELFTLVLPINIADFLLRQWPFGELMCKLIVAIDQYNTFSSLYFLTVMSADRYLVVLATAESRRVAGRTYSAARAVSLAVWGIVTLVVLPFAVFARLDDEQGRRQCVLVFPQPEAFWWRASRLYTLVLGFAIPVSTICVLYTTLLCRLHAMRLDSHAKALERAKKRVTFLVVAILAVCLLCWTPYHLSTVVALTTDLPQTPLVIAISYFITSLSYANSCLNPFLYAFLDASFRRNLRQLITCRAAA
PfM18AAP inh = PfM18AAP enzyme inhibition; recombinant PfM18AAP, H-Glu-NHMec fluorogenic cleavage; inhibition, % at 7.35 µM; actives 1.2% (n = 290,000); AID 1822;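 active = inhibition above the campaign mean inhibition over all tested compounds plus 3 SD, cut at about 28% in these data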;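 also: 0% = plate median of test compound wells and 100% = 2 mM ZnCl2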
IMP-1 inh = blocks Pseudomonas aeruginosa IMP-1 metallo-beta-lactamase; purified IMP-1, nitrocefin hydrolysis, epi-absorbance fluorescence; inhibition, % at 5.6 µM; actives 0.45% (n = 290,000);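 active = inhibition above the mean plus 3 SD of all compounds in the same screening run, cut at about 4.5% in these data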;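 also: 0% = IMP-1 with DMSO and 100% = DMSO wells lacking enzyme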
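assay system = purified recombinant IMP-1 metallo-beta-lactamase enzyme | schedule = 15 min preincubation plus 25 min reaction at 25 °C | signal = Epi-absorbance fluorescence, 480 nm excitation, 530 nm emission | read-out basis = percent inhibition from optical density relative to buffer-blank wells | controls = IMP-1 with DMSO as 0%, enzyme-free DMSO as 100%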
IDE cell inh = cellular human IDE inhibition. inhibition, % at 5.59 µM. P14735. actives 0.41% (n = 320,000). HEK cells, FAbetaB cleavage, fluorescence polarization;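 active = percent inhibition above the average of all tested compounds plus 3 SD, set per screening campaign, cut at about 16% in these data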;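 also: IDE supplied by intact live HEK cells; FP after avidin binding of uncleaved biotin substrate so inhibition keeps polarization high; 0% = DMSO wells and 100% = 60 µM reference IDE inhibitor Ii1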
* marks the source's active call; other numbers are inactive results; · = not tested or not shown. The order is random. About 5.3% of those tested had a hit in this group.

SMILES	IDE cell activ	VIM-2 inhibitor	pCIP destab	PHOSPHO1 inh	NALP1 inh	GPR7 antagonist	PfM18AAP inh	IMP-1 inh	IDE cell inh
O=C(/C=C/c1ccc2c(c1)OCO2)NC1CCCC1	-4	2.1	-4	44	-3	0	1	0.5	3
CCCCc1ccc(N=N/C(C(=O)Nc2cc(OC)c(NC(C)=O)cc2OC)=C(/C)O)cc1	2	-1.9	0	-22	20	3	0	-2.6	-1
O=C(O)c1ccc(S(=O)(=O)c2ccc3c(c2)C(=O)N(NC(=O)c2ccc(O)cc2)C3=O)cc1	4	-1.5	-9	20	2	-9	0	2.4	1
O=C(NC1CCCCC1)C(c1ccncc1)N(CC1CCCO1)C(=O)C(F)(F)F (centres undefined)	-1	0.1	-9	28	15	-10	-1	0.5	-2
CCN(C(=O)c1nn(-c2ccc(OC)cc2)c(=O)c2c1c1ccccc1n2C)c1ccc(OC)cc1	3	0.2	4	-15	7	1	0	-4.1	-4
Cc1ccc(NC(=S)c2ccc(N(C)C)cc2)cc1	2	-2.9	5	-5	32	-1	5	-2.1	0
O=S(=O)(NCc1ccncc1)c1ccc(S(=O)(=O)NCC2CCCO2)cc1 (centres undefined)	5	1.2	-18	3	2	-4	-3	-1.3	1
COC(=O)C1=C(C)NC(C)=C(C(=O)OC)C1c1ccc2ccccc2n1	4	-3.9	3	8	-3	4	16	-1.2	0
CN(C)c1ccc(/C=N/NC(=O)CNC(=O)/C=C/c2ccccc2)cc1	-3	-1.7	-6	20	8	-8	4	-1.0	-6
CCCCN(CC)Cc1ccc(CNC(=O)Nc2ccc(OCC)cc2)o1	1	-2.7	-7	-3	-1	-5	-17	-4.0	-1
CC(NC(=O)Cn1cnc([N+](=O)[O-])n1)c1ccccc1 (centres undefined)	1	-0.3	0	56	-2	-3	-12	-2.1	0
CC(=O)c1ccccc1OCC(O)CN1CCN(C(c2ccccc2)c2ccccc2)CC1 (centres undefined)	6	-2.6	1	-19	30	-4	-10	2.3	0
CCCCNc1oc(-c2ccc(OC)cc2)nc1S(=O)(=O)c1ccccc1	3	-1.3	-19	17	-10	3	-4	-2.5	-6
O=C(Cn1cnc2ccccc21)Nc1ccc(SC(F)F)cc1	3	-4.9	-26	27	-3	12	-4	-5.2	2
CCN1CCCC1CNC(=O)C(=O)Nc1ccccc1 (centres undefined)	1	-2.2	-2	4	2	1	-4	-2.5	0
COc1cccc(-c2nnc(-c3ccc(C(F)(F)F)cc3)o2)c1OC	2	1.3	-14	-7	2	-3	-9	-2.7	-1
O=S(=O)(c1ccc2nc(COc3ccccc3)[nH]c2c1)N1CCOCC1	0	-0.8	-20	7	4	-16	-1	-0.8	4
Cc1ccccc1CN1CCN(CC(=O)NCc2ccc3c(c2)OCO3)C1=O	3	-1.4	-14	15	20	-2	5	-1.5	0
Cn1ncc(Cl)c1C(=O)NC1CCCC1	3	-4.1	0	·	-6	-8	-2	-1.9	1
CCc1nnc(NC(=O)CSc2nc3ccccc3o2)s1	-6	-2.6	-11	14	-4	4	-2	-2.8	-1
O=C(NCc1ccccn1)c1cc(-c2ccccc2Cl)on1	-4	-0.3	-1	-125	-5	6	-13	-1.2	0
CCC(C)(C)n1nnnc1C(c1cc2cc3c(cc2[nH]c1=O)OCO3)N1CCN(C)CC1 (centres undefined)	4	-1.1	-5	-10	17	-5	1	-2.5	-1
Cc1nnc(SCc2nnc(-c3cccs3)o2)n1C1CCCCC1	1	-2.3	2	-25	-6	2	0	-1.5	1
O=C(/C=C/c1cccc2ccccc12)N1CCOCC1	7	-1.3	1	-1	2	-5	-8	-2.3	3
CC(C)(CC(=O)O)CC(=O)N1CCN(c2nc3cc(Cl)ccc3s2)CC1	-32	-2.2	-5	·	3	-6	2	-2.5	13
CCCCNC(=O)Cc1c(OC)ccc2cc(Br)ccc12	-1	-3.1	-2	-10	30	-12	4	-2.3	1
O=C(CCC1CC(=O)Nc2ccccc21)NCc1ccc(F)cc1 (centres undefined)	1	2.3	3	2	7	33*	3	1.3	3
O=C(NCc1ccco1)C12CC3CC(C1)CC(C(=O)NCc1ccco1)(C3)C2	6	-0.7	2	-15	-4	-10	2	-4.1	1
CCOC(=O)CNC(=O)CN1CCCN(S(=O)(=O)c2ccc(Br)s2)CC1	5	-1.0	-16	11	9	3	0	-1.1	6
CCC(=O)N=c1sc2ccccc2n1-c1ccccc1	3	-1.9	-3	41	-16	-10	-5	-1.6	-2
Cc1cccc(C)c1OCC(O)CN1CCCCC1 (centres undefined)	8	-1.7	-2	44	5	-12	-1	-1.5	-1
O=C1/C(=C/c2ccsc2)N2CCC1CC2	-2	-2.9	-8	16	-18	-5	-8	-3.4	3
O=C(CSc1nc(Nc2ccccc2)nc(N2CCOCC2)n1)Nc1cccc([N+](=O)[O-])c1	6	-0.8	-26	47	5	-13	2	0.6	-7
CC(C)(C)c1ccc2c(c1)N(CC(=O)N1CCOCC1)C(=O)CO2	4	-3.6	3	41	2	-4	2	-1.9	2
Cc1c(C(=O)N(C)C(C)c2ccncn2)oc2c(F)cccc12 (centres undefined)	5	0.4	-9	40	12	1	-4	-0.8	-2
CCCCCn1c(SCCOCC)nc2c1c(=O)[nH]c(=O)n2C	1	-3.7	-2	-5	-14	-12	3	-5.6	1
Cc1nc(NC(=O)c2ccco2)sc1C(=O)O	1	-2.3	-6	11	5	7	5	-2.6	-2
COc1cc(C)c(Br)cc1S(=O)(=O)NCc1ccccc1	1	-1.1	-2	39	10	-2	5	-2.1	4
CS(=O)(=O)N1CC2CCCN2c2cc(C(F)(F)F)ccc21 (centres undefined)	2	-2.1	-2	6	15	-14	1	-2.4	2
CC(C)C1NC(=S)N(Cc2ccccc2)C1=O (centres undefined)	-4	-1.4	-1	41	-9	2	10	-3.6	-3

Part of the list above with just pCIP destab.
SMILES | pCIP destab
CCCCCn1c(SCCOCC)nc2c1c(=O)[nH]c(=O)n2C | -2
Cc1nc(NC(=O)c2ccco2)sc1C(=O)O | -6
COc1cc(C)c(Br)cc1S(=O)(=O)NCc1ccccc1 | -2
CS(=O)(=O)N1CC2CCCN2c2cc(C(F)(F)F)ccc21 (centres undefined) | -2

The results go on.
SMILES	IDE cell activ	VIM-2 inhibitor	pCIP destab	PHOSPHO1 inh	NALP1 inh	GPR7 antagonist	PfM18AAP inh	IMP-1 inh	IDE cell inh
COc1cccc(-c2cc(C(=O)Nc3c(C)nn(Cc4ccccc4)c3C)no2)c1	1	0.5	-5	-14	18	8	-6	-1.1	3
O=C(Nc1nnc(SCc2ccc(F)cc2)s1)C1Cc2ccccc2CN1C(=O)c1ccco1 (centres undefined)	-3	-2.9	-4	0	14	-4	11	-4.2	3
CCN(CC)S(=O)(=O)c1ccc2oc(C(=O)N3CCc4ccccc4C3)c(C)c2c1	1	-1.7	-6	-16	43	-8	0	-3.0	6
O=C(CN(C(=O)c1ccccc1Cl)C1CCCCC1)Nc1ccc(Cl)c([N+](=O)[O-])c1	3	-4.4	5	48	1	15	-14	-1.5	3
O=[N+]([O-])c1cc(-c2nnc(N3CCOCC3)c3ccccc23)ccc1N1CCOCC1	4	-0.6	-10	43	11	-6	3	-3.0	-2
COc1ccccc1OCCNC(=O)c1c(-c2ccccc2Cl)noc1C	1	-2.4	-11	14	6	-12	2	-4.1	7
COc1ccc(C(=O)NN=C2CCCC2)cc1	4	-1.5	2	·	-4	4	-1	-3.3	1
COc1cccc(-c2cc(C(=O)N3CCN(S(=O)(=O)c4ccccc4)CC3)[nH]n2)c1	-2	-1.3	4	2	-3	-5	9	-2.7	0
COc1ccc(CCNC(=O)c2cc(-c3ccco3)nc3ccccc23)cc1	·	-2.8	3	15	1	-3	-32	-4.0	6
COc1c(-c2ccc(O)cc2)oc2cc(O)cc(O)c2c1=O	5	·	7	13	-6	·	·	·	-2
Cc1noc(C)c1COc1ccc(C(=O)O)cc1	-2	-1.6	-2	6	-13	-11	-1	-3.3	0
COC(=O)[C@@H]1C[C@H]1[C@@H](NS(=O)(=O)c1ccccc1)c1ccccc1	6	-0.9	3	18	29	-3	-6	-2.8	-3
c1cncc(C2Nc3ccccc3-c3nc4ccccc4n32)c1 (centres undefined)	0	-1.4	-4	9	-1	-10	2	-2.6	2
CCn1c(=O)c(=O)[nH]c2cc(C(=O)Nc3ccc(S(=O)(=O)N4CCCC4)cc3)ccc21	5	-2.7	0	16	12	-8	-13	-3.8	4
COc1ccc(/C(C#N)=C/c2ccccn2)cc1	-2	1.2	-11	-5	17	7	3	-0.4	6
CCOC(=O)c1cc(-c2ccc(C)cc2)n(CC(=O)NCc2ccco2)c1C	-3	-5.2	-10	-2	6	-9	5	-4.4	1
Oc1ccc(C(=S)N2CCCC2)cc1	1	2.1	-4	-21	-16	2	33*	2.0	3
CCCCN1C(=O)/C(=C/C=C2/C=Cc3ccccc3N2CC)SC1=S	0	-1.1	-32	28	2	-12	1	-0.3	-3
COc1ccc(NC(=O)C2CCCN(S(=O)(=O)c3cccc4nonc34)C2)cc1 (centres undefined)	2	-1.7	11	-6	4	3	-4	0.8	-2
COc1ccc(N2CCN(C(=O)Cn3c(=O)[nH]c4ccsc4c3=O)CC2)cc1	5	3.3	11	4	16	4	1	-1.6	-4
COC(=O)c1ccc(COC(=O)CCc2nc(-c3ccccc3)c(-c3ccccc3)o2)cc1	-6	-1.1	-2	-4	7	7	-8	-4.0	1
CCOC(=O)COn1c(=O)c(C)[n+]([O-])c2ccccc21	0	-2.6	2	10	21	-14	10	-2.0	3
COc1ccc(NC(=O)CC2(CC(=O)O)CCCC2)cn1	8	-2.5	-6	29	12	-15	2	-0.9	2
O=c1nc(N2CCOCC2)ccn1Cc1ccc(Br)cc1	6	-1.6	-4	-48	0	-11	-4	-5.7	-3
COc1cc(/C=N/NC(=O)C(C)Nc2n[nH]c(=O)[nH]c2=O)cc(OC)c1O (centres undefined)	2	-2.5	-10	6	25	0	9	-3.1	-6
CC(Sc1n[nH]c(N)n1)C(=O)Nc1cccc(S(=O)(=O)N2CCOCC2)c1 (centres undefined)	8	-1.1	10	8	-5	-14	4	-3.8	-1
C=CCOc1ccc(C2/C(=C(/O)c3ccc(OC)cc3)C(=O)C(=O)N2CCN2CCNCC2)cc1 (centres undefined)	2	-0.1	6	23	18	6	8	-0.9	1
CCCCC(C(=O)NC1CCCC1)N(C(=O)c1snc(C(N)=O)c1N)c1ccc(OCC)cc1 (centres undefined)	3	-3.4	-2	26	17	-7	1	-1.3	-6
COc1ccccc1NC(=S)N(Cc1ccco1)Cc1cc2cc(C)c(C)cc2[nH]c1=O	3	-1.4	-9	3	39	-7	-1	-1.8	4
c1ccc(-c2nccc(-c3ccc(-n4cnc5ccccc54)cc3)n2)nc1	7	60*	-4	-19	6	-3	6	16*	-7
CCOc1ccc(NC(=O)C2CCN(S(=O)(=O)c3c(C)noc3C)CC2)cc1	1	-0.8	0	-6	21	-14	1	-1.1	1
